Screening results from PubChem BioAssay.
EBV LMP1 NFkB: reduces LMP1-driven NF-kappaB luciferase signal. LMP1-induced NF-kappaB luciferase reporter cells, luminescence. hit rate 0.69% among 350,000. AID 504558. inhibition, % at 12.5 µM; in the data active = inhibition above about 41%;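 also: 0% = neutral control wells and 100% = reference inhibitor control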
Vif inh: HIV Vif inhibition; AID 602346; inhibition, % at 7.49 µM; hit rate 0.35% among 340,000; HEK293T cells, Vif self-association by quenched fluorescence, imaging, 24 h; in the data active = inhibition above about 50%, passing the limit was not always enough; also: some results filed as inactive read as strong as hits
LRH-1 inv ag: NR5A2 inverse agonism in reporter assay. O00482. inhibition, % at 3.6 µM. HEK293T StAR-luciferase reporter, LRH-1 transfected, 24 h. hit rate 0.13% among 360,000;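 active = inhibition above the mean inhibition of all tested compounds plus 3 SD, cut at about 73% in these data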;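 also: 0% = DMSO wells and 100% = reporter-only cells lacking LRH-1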
C8 TRAIL sens: caspase-8 TRAIL sensitization; NB7+C8 cells + TRAIL, ATPlite viability luminescence; hit rate 1% among 360,000; inhibition (viability loss, TRAIL sensitization), % at 10 µM;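 active = compounds causing at least 50% loss of cell viability in the single-dose screen, relative to plate controls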
TROY signal inh: blocks TROY-dependent signaling in reporter cells | hit rate 0.98% among 360,000 | inhibition, % at 10 µM | Q293 LMP1-TROYcd NF-kB luciferase reporter, 4 h;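 active = compounds whose plate-normalised and pattern-corrected inhibition of the luciferase reporter signal at the single screening dose is 50% or more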
NCOA2 inhibitor: human SRC2 (NCOA2) inhibition; HEK293 GAL4-SRC2 luciferase reporter, luminescence; inhibition, % at 9 µM; hit rate 0.17% among 370,000; AID 651957;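 active = inhibition above the mean inhibition of all tested compounds plus 3 SD, set per campaign, cut at about 52% in these data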;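 also: 0% = DMSO treated cells and 100% = cells given Gossypol at 36 µM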
Target sequence (Q15596 whole entry, looked up, the tested form may be a part): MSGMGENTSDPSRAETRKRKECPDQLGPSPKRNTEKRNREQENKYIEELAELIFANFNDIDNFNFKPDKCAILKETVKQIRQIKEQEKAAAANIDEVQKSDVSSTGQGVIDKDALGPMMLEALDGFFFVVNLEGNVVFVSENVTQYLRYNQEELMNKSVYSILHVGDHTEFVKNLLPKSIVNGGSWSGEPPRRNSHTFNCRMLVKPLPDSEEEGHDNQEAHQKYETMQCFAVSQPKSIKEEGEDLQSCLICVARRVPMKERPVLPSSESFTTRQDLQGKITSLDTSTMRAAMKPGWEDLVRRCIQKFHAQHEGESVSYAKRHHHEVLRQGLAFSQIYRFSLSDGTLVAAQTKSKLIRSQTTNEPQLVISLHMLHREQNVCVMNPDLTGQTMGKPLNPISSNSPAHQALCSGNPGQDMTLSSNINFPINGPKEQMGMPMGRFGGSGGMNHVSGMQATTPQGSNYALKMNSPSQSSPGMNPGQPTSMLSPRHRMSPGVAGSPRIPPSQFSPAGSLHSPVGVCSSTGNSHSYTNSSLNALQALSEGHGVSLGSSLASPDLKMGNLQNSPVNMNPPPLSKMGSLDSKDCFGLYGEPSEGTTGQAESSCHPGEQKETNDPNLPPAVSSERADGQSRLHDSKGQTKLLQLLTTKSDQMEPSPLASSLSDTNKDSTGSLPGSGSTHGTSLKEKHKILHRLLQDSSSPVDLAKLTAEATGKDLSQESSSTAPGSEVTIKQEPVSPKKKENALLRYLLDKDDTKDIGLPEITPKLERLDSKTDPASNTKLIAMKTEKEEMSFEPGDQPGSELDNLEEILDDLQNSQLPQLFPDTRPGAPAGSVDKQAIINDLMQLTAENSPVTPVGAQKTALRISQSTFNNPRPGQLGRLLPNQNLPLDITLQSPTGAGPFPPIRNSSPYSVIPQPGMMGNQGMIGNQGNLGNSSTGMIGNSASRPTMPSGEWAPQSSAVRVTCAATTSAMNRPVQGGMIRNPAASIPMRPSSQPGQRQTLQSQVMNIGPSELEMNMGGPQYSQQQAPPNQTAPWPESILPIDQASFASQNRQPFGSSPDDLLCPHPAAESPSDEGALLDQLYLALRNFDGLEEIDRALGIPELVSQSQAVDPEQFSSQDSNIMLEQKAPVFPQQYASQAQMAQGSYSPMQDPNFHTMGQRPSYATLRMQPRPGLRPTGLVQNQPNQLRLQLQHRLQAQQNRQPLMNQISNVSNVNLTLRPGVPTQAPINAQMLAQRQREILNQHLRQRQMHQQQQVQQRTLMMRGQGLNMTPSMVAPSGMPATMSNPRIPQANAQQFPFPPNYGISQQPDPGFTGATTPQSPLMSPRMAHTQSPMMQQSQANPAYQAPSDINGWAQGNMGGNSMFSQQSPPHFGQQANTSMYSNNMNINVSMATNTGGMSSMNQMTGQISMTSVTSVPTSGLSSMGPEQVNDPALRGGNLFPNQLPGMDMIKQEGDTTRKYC
SRC1 inh: inhibits human SRC1 coactivator; Q15788; HEK293 GAL4-SRC1 luciferase reporter, luminescence; inhibition, % at 3.6 µM; hit rate 0.12% among 360,000;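 active = inhibition above the campaign mean plus 3 SD, with each screening campaign given its own cutoff, cut at about 60% in these data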;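 also: 0% = DMSO treated cells and 100% = gossypol at 36 µM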
NR2F2 inh: NR2F2 (human) inhibition, primary screen. P24468. HEK293T NGFI-A luciferase reporter, luminescence. inhibition, % at 8.6 µM. hit rate 0.7% among 370,000;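 active = inhibition above a per-plate cutoff, mean inhibition of test wells between control levels plus 3 SD, cut at about 38% in these data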;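 also: cells cotransfected with COUP-TFII expression vector driving the NGFI-A reporter; 0% = median of COUP-TF2 test wells and 100% = reporter-only cells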
NOD2 RIPK2 PPI: inhibitors of human NOD2-RIPK2 interaction | CHO BLA complementation NOD2-RIPK2, CCF4 ratio | O43353 | AID 624267 | inhibition, % at 4.98 µM | hit rate 0.38% among 360,000; in the data active = inhibition above about 21%;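 also: 0% = vehicle only and 100% = reference blocker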
SRC3 inh: inhibits human SRC3 coactivator; Q9Y6Q9; HEK293 GAL4-SRC3 luciferase reporter, luminescence; inhibition, % at 3.6 µM; hit rate 0.17% among 360,000; AID 588352;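 active = inhibition above a per-campaign cutoff, the mean of all compounds plus 3 SD, cut at about 60% in these data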;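 also: 0% = DMSO-treated cells and 100% = gossypol-treated cells at 36 µM; higher means less SRC3-driven luciferase light from the GAL4 reporter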
TLR9-MyD88 block: blocks human TLR9 binding to MyD88 | Q9NR96+Q99836 | CHO BLA complementation TLR9-MyD88, CCF4 FRET ratio | inhibition, % at 4.98 µM | hit rate 0.21% among 340,000 | AID 504734;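 active = inhibition above the mean over all tested compounds plus 3 SD, cut at about 21% in these data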;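 also: 0% = DMSO only wells and 100% = clavulanate BLA inhibitor control wells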
* marks the source's active call; other numbers are inactive results; / = no result given. An excerpt; rates above refer to the full screens.

SMILES | EBV LMP1 NFkB | Vif inh | LRH-1 inv ag | C8 TRAIL sens | TROY signal inh | NCOA2 inhibitor | SRC1 inh | NR2F2 inh | NOD2 RIPK2 PPI | SRC3 inh | TLR9-MyD88 block
COc1ccc(/C=C2\C(=N)N3N=C(CC(=O)N4CCCCC4)SC3=NC2=O)cc1 | -5 | 3 | 7 | -5 | 14 | 21 | 4 | 0 | -13 | 0 | 3
Cc1ccccc1-n1c(SCC(=O)Nc2cccc3ccccc23)nc(O)cc1=O | -3 | -5 | -7 | -29 | 19 | 11 | 13 | 0 | -5 | -3 | 5
COc1ccc(NC(=O)/C(C#N)=C/c2c(C)nn(-c3ccc(F)cc3)c2Cl)cc1OC | -5 | 15 | 17 | 6 | 33 | -18 | 8 | -5 | -3 | 9 | -3
O=C(NCC1CCCO1)C1CCC(=O)N1CCc1ccccc1 (stereo not drawn) | 6 | 5 | -13 | -8 | 10 | 24 | 16 | 0 | -10 | 19 | 2
Cc1cccc(NC(=S)NCC2CCCO2)c1 (stereo not drawn) | 4 | 1 | 10 | -17 | -14 | -16 | -4 | 6 | -1 | 12 | 4
CC(C)(C)NC(=O)c1cccc(NC(=O)c2ccco2)c1 | -3 | 2 | 11 | -15 | -6 | 5 | 4 | -16 | -9 | 1 | 15
Cc1cc(Cl)c2oc(C(=O)N3CCN(c4cnccn4)CC3)c(C)c2c1 | -25 | -3 | -57 | -8 | -34 | -11 | -15 | -9 | -1 | -42 | -3
CCCCCn1c(=NC(=O)c2cccnc2)c(C#N)cc2c(=O)n3cccc(C)c3nc21 | -2 | -15 | 7 | 10 | -1 | 18 | -13 | 7 | -19 | 10 | -6
C=CCSC(=S)NC1CCS(=O)(=O)C1 (stereo not drawn) | 12 | -6 | 17 | -11 | 15 | -6 | 1 | -5 | 7 | 19 | -2
Cc1cccc(Cn2c(=O)c3c(nc4n3CCN4Cc3ccco3)n(C)c2=O)c1 | 20 | -12 | -8 | 14 | 2 | -16 | 5 | -6 | 6 | 11 | 2
CC(=O)Nc1cccc(NC(=O)CCCC2CCCCC2)c1 | 3 | 1 | -2 | 3 | -2 | 5 | -1 | 4 | 0 | 10 | -9
Cc1ccc(CNC(=O)c2ccc(Cn3nc(C)cc3C)o2)cc1 | 6 | 9 | -21 | -17 | 1 | -10 | 10 | 3 | 4 | 10 | -3
O=C(Nn1cnnc1)c1ccc([N+](=O)[O-])cc1Cl | -9 | 17 | -5 | -6 | 4 | -17 | 0 | 9 | 2 | 14 | -3
COc1ccc(F)cc1C(=O)C1CCCN(C(=O)CCc2ccccn2)C1 (stereo not drawn) | -3 | 26 | 8 | 4 | 36 | 4 | -3 | 1 | -2 | 15 | 11
C/C(=N/NC(=O)CNC(=O)Cc1ccccc1)c1ccco1 | 10 | -4 | 12 | -4 | -25 | 11 | -16 | 1 | -14 | 5 | -4
Cc1cc(N2CCN(c3ccccc3F)CC2)nc2cc(O)ccc12 | -1 | -9 | -28 | 7 | -28 | -59 | -24 | -42 | -1 | -6 | 3
Cc1ccsc1/C=C1\SC(N2CC(C)OC(C)C2)=NC1=O (stereo not drawn) | 9 | / | -3 | 6 | -57 | -14 | -2 | 0 | 7 | -10 | -9
CCC(C)n1c(SCC(=O)NC2CCCC2)nc2ccccc2c1=O (stereo not drawn) | 3 | 0 | 6 | -8 | 5 | -29 | -7 | -16 | 1 | 26 | 6
Cc1cccc(C(=O)NC(CC(=O)O)c2ccc(OC3CCCC3)cc2)c1[N+](=O)[O-] (stereo not drawn) | -8 | -2 | -6 | 4 | 8 | 5 | 0 | 6 | -8 | -4 | 8
CCN(CC(=O)Nc1ccc(N2CCOCC2)cc1)C(=O)c1ccc(C(F)(F)F)cc1 | 6 | 1 | -3 | -9 | 17 | -6 | 10 | 4 | -5 | -5 | -1
CC(C)n1nc(C(=O)NNC(=O)c2ccncc2)c2ccccc2c1=O | 0 | / | 30 | -14 | 2 | -3 | 2 | -2 | -1 | 1 | 4
O=C(NCc1ccccn1)[C@H]1C[C@@H]1[C@H](NP(=O)(c1ccccc1)c1ccccc1)c1ccccc1 | -13 | 5 | -17 | 0 | 0 | -22 | -5 | -17 | -2 | -6 | 7
CCOc1ccc(NC(C)C(=O)N/N=C/c2cccs2)cc1 (stereo not drawn) | -1 | 1 | 3 | 14 | -22 | -22 | -20 | 2 | -9 | 5 | -6
COc1ccc2c(c1)-c1ccccc1S(=O)(=O)N2C | 15 | -6 | 6 | -1 | 1 | 13 | -25 | -3 | -9 | 6 | -6
NC(=O)c1cc2cc([N+](=O)[O-])ccc2oc1=O | 5 | 7 | 1 | -13 | -8 | -12 | -7 | 7 | -1 | -3 | 3
Cc1ccc2c(CC(=O)Nc3ccc4nc(N5CCOCC5)sc4c3)coc2c1 | 1 | -9 | -4 | -9 | -10 | -35 | -28 | 0 | -1 | -17 | 1
CSc1nc(-c2ccc(C)cc2)[nH]c1S(=O)(=O)c1ccccc1 | 8 | -3 | 10 | 15 | 10 | 13 | -14 | 21 | -3 | 4 | -6
COc1ccc(C)cc1S(=O)(=O)N1CCC(C)CC1 | -6 | -6 | -23 | -2 | -3 | 9 | 11 | 3 | -6 | 2 | 5
COc1ccc2c(c1)C(c1ccc(C)o1)=NNC(c1cccnc1)=N2 | -6 | -2 | -1 | -5 | -27 | -15 | -11 | -16 | 0 | -5 | -14
O=C(Nc1ccc(F)c(Cl)c1)C1Cc2c(-c3ccccc3Oc3ccccc3)ccnc2O1 (stereo not drawn) | / | -17 | -6 | 11 | 16 | 14 | 6 | 29 | -7 | 17 | /
CCc1noc(C)c1C(=O)Nc1cc(S(=O)(=O)N(CC)CC)ccc1N1CCOCC1 | 1 | 13 | 0 | -9 | -9 | -18 | 9 | 18 | 0 | 4 | -9
CCCCCC(=O)N1C[C@H](n2cc(COC(=O)c3ccccc3)nn2)[C@@H](O)C[C@@H]1c1ccc(C)cc1 | 1 | / | -2 | 34 | 27 | -5 | -22 | -6 | -12 | 0 | -4
Cc1ccc(S(=O)(=O)NCC(C)NS(=O)(=O)c2ccccc2[N+](=O)[O-])cc1 (stereo not drawn) | -11 | 4 | 1 | -19 | -18 | 1 | -6 | 2 | 4 | 1 | 5
Cc1ccc(-c2nn3c(C)nnc3c3ccccc23)cc1S(=O)(=O)NCCN1CCOCC1 | -4 | 12 | 34 | 2 | 3 | -9 | 10 | -26 | 10 | 30 | 1
C=CCN1CCN(C(=O)c2cc3c(s2)CCC(CC)C3)CC1 (stereo not drawn) | -9 | / | -34 | -1 | -9 | -17 | -14 | -36 | 5 | 3 | 1
O=C(Cc1ncc(C(F)(F)F)cc1Cl)NCCc1ccccn1 | -3 | -2 | -8 | -3 | -3 | -4 | -9 | 12 | -2 | -3 | -3
COc1nc(-c2ccccc2)c2c(c1C#N)CC(C)(C)OC2 | 10 | 30 | 14 | 16 | 14 | 4 | 3 | -9 | -1 | 7 | 0
CCN(CC(=O)Nc1ccc2c(c1)OCCO2)S(=O)(=O)c1ccc(F)cc1 | -2 | -9 | -7 | -11 | 1 | -11 | 1 | -30 | -12 | -12 | -1
CCOC(=O)C1CCCN(C(=O)CCNC(=O)Cn2ccc3ccccc3c2=O)C1 (stereo not drawn) | 1 | 4 | -35 | 23 | -13 | -10 | -18 | 6 | 1 | -3 | 10
CC(C)CCC(C)NC(=O)C1CCN(S(=O)(=O)/C=C/c2ccccc2)CC1 (stereo not drawn) | 5 | -5 | -3 | 20 | 7 | -19 | -36 | -4 | -4 | 11 | -3
O=C(CSc1nnc(NC(=O)C2CC2)s1)Nc1ccc2c(c1)OCCO2 | -4 | -4 | 10 | -8 | 6 | 19 | 18 | -11 | -7 | 1 | 1
CN1C(=S)SC(N(O)C(=O)Nc2cccc3ccccc23)C1(C)C (stereo not drawn) | 2 | 2 | 10 | -24 | 20 | -7 | -12 | 13 | -11 | 4 | -7
CSc1nc2nc(C)c(C/C=C/c3ccccc3)c(=O)n2[nH]1 | -6 | 4 | 4 | 1 | 17 | -9 | 0 | -6 | 6 | 4 | 5
CCOC(=O)c1c(NC(=O)COC(=O)CNC(=O)c2ccco2)sc(C)c1C | -7 | / | -7 | -1 | -2 | 6 | 3 | -10 | 14 | 10 | 1
Cc1ccc(Oc2ncccc2N)c2c1CCC2 | -4 | 11 | -6 | -14 | -15 | 10 | 1 | 28 | -1 | 30 | -15
CCn1c(C(=O)N2CCc3ccccc3C2)cc2oc3ccccc3c21 | -1 | -2 | 9 | -8 | -12 | 21 | -16 | 2 | 0 | -6 | 2
COc1ccc(N2CCN(C(CNC(=O)OCc3ccccc3)c3ccco3)CC2)cc1 (stereo not drawn) | 1 | -2 | -16 | -3 | -19 | 10 | -4 | -4 | -6 | -10 | -5
COC(=O)[C@]1(C)N[C@H](CN(C)C(=O)Nc2ccc(C(F)(F)F)cc2)[C@@H]2C(=O)N(C)C(=O)[C@@H]21 | -7 | / | -6 | 8 | -9 | -8 | -5 | -4 | -3 | -21 | -10
NC(=O)c1cc(S(=O)(=O)N2CCc3ccccc3C2)cs1 | -3 | 7 | -11 | -3 | -9 | 5 | -8 | 13 | 6 | 2 | 2
O=C(OCCOc1ccccc1)c1n[nH]c2ccccc12 | -11 | -2 | -165 | -11 | -34 | -38 | -125 | -31 | -8 | -64 | 8
Cc1ccc(C(=O)OCC(=O)NC(=O)c2ccc(C(C)(C)C)cc2)c(O)c1 | -7 | -14 | -24 | 13 | 6 | -4 | -15 | -7 | -8 | -12 | 2
CC(C)(C)N(Cc1ccccc1)C(=O)CN1C(=O)NC2(CCCCCC2)C1=O | 0 | 6 | -18 | 14 | -3 | -14 | -8 | 0 | -2 | 1 | 8
COc1cc2c(cc1OC)-c1cc(N3CCCCCC3)nc(=O)n1CC2 | 5 | 10 | 28 | -7 | -4 | -46 | 3 | -44 | 4 | -9 | 6
COCCNC(=O)CN(C(=O)CCC(=O)Nc1ccccn1)c1ccc(C)c(C)c1 | 2 | 0 | -15 | -3 | -5 | -3 | -3 | 0 | -9 | -8 | -7
COc1ccc(/C=C(\NC(=O)c2cccs2)C(=O)NCc2ccco2)cc1OC | / | 2 | -9 | -4 | -8 | -7 | 7 | 16 | -10 | 8 | /
OC(CNC1CCCC1)COc1ccccc1Br (stereo not drawn) | 7 | 2 | -2 | 14 | 15 | -9 | -1 | -34 | 0 | -4 | -6
Cc1c(NC(=O)COC(=O)c2ccc(Cl)nc2)c(=O)n(-c2ccccc2)n1C | 14 | 37 | -6 | -14 | -2 | -15 | -7 | 2 | -4 | 2 | -7

Results in NR2F2 inh, LRH-1 inv ag and TROY signal inh (2 entries from above):
| mol | NR2F2 inh | LRH-1 inv ag | TROY signal inh |
| --- | --- | --- | --- |
| COCCNC(=O)CN(C(=O)CCC(=O)Nc1ccccn1)c1ccc(C)c(C)c1 | 0 | -15 | -5 |
| COc1ccc(/C=C(\NC(=O)c2cccs2)C(=O)NCc2ccco2)cc1OC | 16 | -9 | -8 |
